Compound activity (PubChem BioAssay)
GPR55 beta-arrestin – GPR55 agonists via beta-arrestin recruitment, primary screen, imaging, U2OS cells, beta-arrestin-GFP redistribution (AID 1961); U2OS GPR55 beta-arrestin-GFP redistribution imaging; higher % means a stronger effect; activation, % at 10 µM, or EC50 in µM where a hit was titrated; hit rate 0.048% among 290,000;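 active = activation above 40% with more than 50 cells counted in the well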;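 also: U2OS osteosarcoma cells stably expressing GPR55 and beta-arrestin-GFP; plate controls were DMSO negative control for no effect and LPI positive control for full effect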
TNAP activation fold – stimulation of alkaline phosphatase TNAP activity – biochemical, luminescent, no phosphate acceptor, uHTS, primary screen (AID 1001); one-dose activation fold at 20 µM; EC50 in µM for titrated hits; hit rate 0.03% among 200,000; purified TNAP, luminescent activation assay, no phosphate acceptor; higher activation fold means a stronger effect; in the data active = activation fold from about 3, or a potency from the dose series; inactive = the rest, 99 in 100 with activation fold below about 1.6; also: many of its hits are not listed in these tables
KOR beta-arrestin-1 – kappa opioid receptor activators – cell-based, luminescence, uHTS, primary screen (AID 1777); KOR beta-arrestin recruitment, luminescence; higher % means a stronger effect; activation, % at 10 µM, or EC50 in µM where a hit was titrated; hit rate 0.02% among 280,000; in the data active = activation above about 50%, passing the limit was not always enough; also: a part of the inactive calls stands beside numbers as strong as those of hits
NOD2 inhibition – NOD2 signaling inhibitors, cell-based, luminescence, uHTS, HEK293 (AID 1566). HEK293 NOD2/NF-kB luciferase reporter, luminescence; higher % means a stronger effect. one-dose inhibition, % at 4 µM; EC50 in µM for titrated hits. hit rate 0.63% among 290,000; also: many of its hits are not listed in these tables
NOD1 inhibition – NOD1 signaling inhibitors, primary screen, cell-based, luminescence, uHTS (AID 1578); NOD1-driven NF-kB luciferase reporter cells, luminescence; higher % means a stronger effect; inhibition, % at 4 µM; hits with a dose series show EC50 in µM; hit rate 1% among 290,000; in the data active = inhibition mostly above about 36%, no sharp cut-off; inactive = mostly below about 34%;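 also: HEK-293T reporter cells stimulated with the NOD1 agonist gamma-tri-DAP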
KOR beta-arrestin-2 – KOR antagonists, beta-arrestin recruitment, cell-based, luminescence, uHTS (AID 1778). KOR beta-arrestin recruitment, luminescence, antagonist mode; higher % means a stronger effect. inhibition, % at 10 µM, or IC50 in µM where a hit was titrated. hit rate 0.091% among 290,000; also: strong numbers were not always called active
Yfh1-depleted yeast – enhancers of respiration in Yfh1-depleted yeast, dose response, Friedreich's ataxia, plus single-dose screen (AID 1465); one-dose fold induction at 50 µM; EC50 in µM for titrated hits; hit rate 0.074% among 220,000; S. cerevisiae Yfh1-off respiration, WST-1 reduction, 72 h; higher fold induction means a stronger effect;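 active = fold induction of absorbance versus untreated yeast above a set limit, then at least 30% activation at any dose in follow-up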;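 also: activators that raise dye reduction in frataxin-depleted yeast; strong numbers were not always called active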
CSM14.1 death rescue – protection against thapsigargin-triggered cell killing – 384-well, CSM14.1, ATP luminescence, primary screen (AID 1222). CSM14.1 thapsigargin-induced death rescue, ATP luminescence; higher % means a stronger effect. cellular ATP content (survival), % at 20 µM; hits with a dose series show EC50 in µM. 190,000 tested, under 10 active;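 active = EC50 below 50 µM in the dose-response confirmation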;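 also: death triggered by thapsigargin at about 15 µM added after 2 h compound pretreatment; cell ATP read after overnight thapsigargin exposure of roughly 18 to 22 hours; normalized against plate controls of thapsigargin alone and 5% DMSO vehicle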
NTR1 agonist – agonists of NTR1, primary screen, imaging, U2OS cells, beta-arrestin-GFP, high content (AID 493036) | activation, % at 20 µM | hit rate 0.17% among 330,000 | NTR1-U2OS beta-arrestin-GFP spot imaging, agonist mode | P30989;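 active = activation at or above 40% of the spot to cytoplasm intensity ratio, with at least 20 cells analyzed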;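 also: 0% = DMSO without peptide and 100% = 100 nM NTR1 peptide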
Target sequence (P30989 whole entry, looked up): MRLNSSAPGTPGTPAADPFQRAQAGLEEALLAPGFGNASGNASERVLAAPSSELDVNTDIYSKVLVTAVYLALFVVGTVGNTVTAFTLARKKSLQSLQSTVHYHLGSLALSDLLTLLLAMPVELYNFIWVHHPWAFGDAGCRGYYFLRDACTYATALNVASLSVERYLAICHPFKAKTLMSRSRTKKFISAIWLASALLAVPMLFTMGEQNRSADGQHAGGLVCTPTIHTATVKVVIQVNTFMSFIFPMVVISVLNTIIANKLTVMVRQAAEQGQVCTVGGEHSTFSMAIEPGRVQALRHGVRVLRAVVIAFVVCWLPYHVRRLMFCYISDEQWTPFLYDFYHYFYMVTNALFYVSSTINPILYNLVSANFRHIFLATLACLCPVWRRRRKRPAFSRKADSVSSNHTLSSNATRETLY
NTR1 agonist cell count 20 µM – second read-out of NTR1 agonist, no call of its own (marks repeat the call); cell count; measured here: cell count, cytotoxicity flag
An asterisk follows results filed as active; [ ] = dose if it differs, or a comment. Rule as the data show it, unless noted: active = inhibition above about 50%; inactive = the rest.

How did COc1ccc2nc(SCC(N)=O)[nH]c2c1 do in these assays?
GPR55 beta-arrestin: -0.1%; TNAP activation fold: 1; KOR beta-arrestin-1: -1.3%; NOD2 inhibition: -8%; NOD1 inhibition: -9%; KOR beta-arrestin-2: 18%; Yfh1-depleted yeast: inactive; CSM14.1 death rescue: 6.8%; NTR1 agonist: -3.3; NTR1 agonist cell count 20 µM: 85

Results for Cc1nnc(NC(=O)c2cccc(NC(=O)C(C)C)c2)s1 ?
GPR55 beta-arrestin: -0.1%; TNAP activation fold: 1.1; KOR beta-arrestin-1: 0.5%; NOD2 inhibition: -16%; NOD1 inhibition: -9%; KOR beta-arrestin-2: -1%; Yfh1-depleted yeast: inactive; CSM14.1 death rescue: -1.0%; NTR1 agonist: 1.6; NTR1 agonist cell count 20 µM: 43

How did CCN(CC)C(=O)c1ccc(-c2nnc(Nc3ccc(O)cc3)c3ccccc23)cc1 do in these assays?
GPR55 beta-arrestin: -0.2%; KOR beta-arrestin-1: 6.9%; NOD2 inhibition: 36%; NOD1 inhibition: 43%; KOR beta-arrestin-2: -31%[20 µM]; NTR1 agonist: 3.5; NTR1 agonist cell count 20 µM: 60

Results for Cc1ccccc1-n1c(C)nnc1SCc1cc(=O)oc2ccc3ccccc3c12 ?
GPR55 beta-arrestin: 0.1%; TNAP activation fold: 0.9; KOR beta-arrestin-1: 2.4%; NOD2 inhibition: 16%; NOD1 inhibition: 10%; KOR beta-arrestin-2: -2%; Yfh1-depleted yeast: inactive; CSM14.1 death rescue: -0.2%; NTR1 agonist: -0.6; NTR1 agonist cell count 20 µM: 62

Results for COc1ccc(C(=O)NC2CCN(S(=O)(=O)c3ccc(C)cc3)CC2)cc1 ?
GPR55 beta-arrestin: -0.3%; KOR beta-arrestin-1: 3.3%; NOD2 inhibition: 18%; NOD1 inhibition: 17%; KOR beta-arrestin-2: -39%[20 µM]; NTR1 agonist: 0.6; NTR1 agonist cell count 20 µM: 59

What do the screens show for `CSc1ccccc1C(=O)NC1CCCc2ccccc21` (configuration not stated)?
GPR55 beta-arrestin: 0.0%; KOR beta-arrestin-1: -2.3%; NOD2 inhibition: -1%; NOD1 inhibition: -28%; KOR beta-arrestin-2: -17%; NTR1 agonist: 1.1; NTR1 agonist cell count 20 µM: 58

What do the screens show for `Cc1ccc(S(=O)(=O)NCC(=O)N(CC(=O)NCc2ccco2)Cc2ccc(F)cc2)cc1`?
GPR55 beta-arrestin: 0.0%; KOR beta-arrestin-1: -1.6%; NOD2 inhibition: 1%; NOD1 inhibition: -16%; KOR beta-arrestin-2: -11%; NTR1 agonist: 0.1; NTR1 agonist cell count 20 µM: 40

How did CCc1cc(C(=O)N2CCCC(C(=O)c3cccc4ccccc34)C2)n(C)n1 (configuration not stated) do in these assays?
GPR55 beta-arrestin: 0.1%; TNAP activation fold: 1; KOR beta-arrestin-1: -2.1%; NOD2 inhibition: 12%; NOD1 inhibition: -12%; KOR beta-arrestin-2: -17%; Yfh1-depleted yeast: inactive; CSM14.1 death rescue: 1.3%; NTR1 agonist: 2.5; NTR1 agonist cell count 20 µM: 58

Results for CCOC(=O)CSc1nc2c(c(=O)n(C)c(=O)n2C)n1CCCc1ccccc1 ?
GPR55 beta-arrestin: 0.6%; TNAP activation fold: 1.1; KOR beta-arrestin-1: 10%; NOD2 inhibition: 8%; NOD1 inhibition: -17%; KOR beta-arrestin-2: 1%; Yfh1-depleted yeast: inactive; CSM14.1 death rescue: -0.8%

Results for CC(NS(=O)(=O)c1ccc(OCC(=O)N2CCCC2)cc1)c1ccccc1 (configuration not stated) ?
GPR55 beta-arrestin: 0.2%; KOR beta-arrestin-1: 3.5%; NOD2 inhibition: -4%; NOD1 inhibition: -10%; KOR beta-arrestin-2: -7%; NTR1 agonist: -0.7; NTR1 agonist cell count 20 µM: 49

Results for CC(=O)c1cccc(NC(=O)C2C3CCC(C3)C2C(=O)O)c1 (configuration not stated) ?
GPR55 beta-arrestin: -0.1%; KOR beta-arrestin-1: 1.6%; NOD2 inhibition: 4%; NOD1 inhibition: 31%; KOR beta-arrestin-2: -39%[20 µM]; NTR1 agonist: 0.0; NTR1 agonist cell count 20 µM: 54

How did COc1ccc(-n2ccnc2SCC(=O)NO)cc1 do in these assays?
GPR55 beta-arrestin: -0.1%; TNAP activation fold: 1.1; KOR beta-arrestin-1: -5.0%; NOD2 inhibition: 4%; NOD1 inhibition: -18%; KOR beta-arrestin-2: -9%; Yfh1-depleted yeast: inactive; CSM14.1 death rescue: 5.0%; NTR1 agonist: 2.3; NTR1 agonist cell count 20 µM: 61

Results for CCOc1ccc(OCC)c(NC(=O)C2CCN(S(=O)(=O)c3ccc4c(c3)CC(C)N4C(C)=O)CC2)c1 (configuration not stated) ?
GPR55 beta-arrestin: 0.0%; KOR beta-arrestin-1: 5.6%; NOD2 inhibition: 16%; NOD1 inhibition: 29%; KOR beta-arrestin-2: -34%; NTR1 agonist: 1.5; NTR1 agonist cell count 20 µM: 55

Results for CN(C)CCCN(C(=O)c1ccc(C(=O)c2ccccc2)cc1)c1nc2cc3c(cc2s1)OCO3 ?
GPR55 beta-arrestin: 1.0%; KOR beta-arrestin-1: 3.5%; NOD2 inhibition: -7%; NOD1 inhibition: 24%; KOR beta-arrestin-2: -8%; NTR1 agonist: 15; NTR1 agonist cell count 20 µM: 63

What do the screens show for `O=C(OCc1ccccc1)C1=NNC2C(=O)N(c3ccccc3)C(=O)C12` (configuration not stated)?
GPR55 beta-arrestin: 0.1%; TNAP activation fold: 1.2; KOR beta-arrestin-1: 4.2%; NOD2 inhibition: 0%; NOD1 inhibition: -14%; KOR beta-arrestin-2: -1%; CSM14.1 death rescue: -2.2%; NTR1 agonist: -0.1; NTR1 agonist cell count 20 µM: 67

How did O=C(CN(c1ccc(Cl)cc1)S(=O)(=O)c1ccc(Cl)c([N+](=O)[O-])c1)NCCc1ccc(F)cc1 do in these assays?
GPR55 beta-arrestin: -0.1%; TNAP activation fold: 1.1; KOR beta-arrestin-1: 7.8%; NOD2 inhibition: -12%; NOD1 inhibition: 1%; KOR beta-arrestin-2: 18%; Yfh1-depleted yeast: inactive; CSM14.1 death rescue: -0.1%; NTR1 agonist: 3.7; NTR1 agonist cell count 20 µM: 54

What do the screens show for `Cc1ccc(C2=NN(Cc3nnc(-c4ccccc4)o3)C(=O)SC2)cc1`?
GPR55 beta-arrestin: -0.3%; TNAP activation fold: 1; KOR beta-arrestin-1: 3.3%; NOD2 inhibition: 13%; NOD1 inhibition: -17%; KOR beta-arrestin-2: -34%; Yfh1-depleted yeast: inactive; CSM14.1 death rescue: -1.7%; NTR1 agonist: 2.0; NTR1 agonist cell count 20 µM: 62

What do the screens show for `CC(NC(=O)c1ccncc1)C(C)(C)C` (configuration not stated)?
GPR55 beta-arrestin: -0.1%; TNAP activation fold: 1.1; KOR beta-arrestin-1: 2.2%; NOD2 inhibition: 11%; NOD1 inhibition: 7%; KOR beta-arrestin-2: -5%; Yfh1-depleted yeast: inactive; CSM14.1 death rescue: -1.0%; NTR1 agonist: 1.1; NTR1 agonist cell count 20 µM: 86

What do the screens show for `O=C(O)/C=C\C(=O)Nc1cc(O)ccc1[N+](=O)[O-]`?
GPR55 beta-arrestin: -0.1%; KOR beta-arrestin-1: -1.0%; NOD2 inhibition: 19%; NOD1 inhibition: -3%; KOR beta-arrestin-2: 15%; Yfh1-depleted yeast: inactive; NTR1 agonist: 0.7; NTR1 agonist cell count 20 µM: 59

What do the screens show for `Oc1ccc(N2CCN(c3nc(-c4cccs4)nc4ccccc34)CC2)cc1`?
GPR55 beta-arrestin: -0.1%; KOR beta-arrestin-1: -1.2%; NOD2 inhibition: 5%; NOD1 inhibition: -9%; KOR beta-arrestin-2: 18%; Yfh1-depleted yeast: inactive; NTR1 agonist: 16; NTR1 agonist cell count 20 µM: 51

Already shown: entries from further up.
How did COc1ccc2nc(SCC(N)=O)[nH]c2c1 do in these assays?
GPR55 beta-arrestin: -0.1%; TNAP activation fold: 1; KOR beta-arrestin-1: -1.3%; NOD2 inhibition: -8%; NOD1 inhibition: -9%; KOR beta-arrestin-2: 18%; Yfh1-depleted yeast: inactive; CSM14.1 death rescue: 6.8%; NTR1 agonist: -3.3; NTR1 agonist cell count 20 µM: 85

Results for Cc1nnc(NC(=O)c2cccc(NC(=O)C(C)C)c2)s1 ?
GPR55 beta-arrestin: -0.1%; TNAP activation fold: 1.1; KOR beta-arrestin-1: 0.5%; NOD2 inhibition: -16%; NOD1 inhibition: -9%; KOR beta-arrestin-2: -1%; Yfh1-depleted yeast: inactive; CSM14.1 death rescue: -1.0%; NTR1 agonist: 1.6; NTR1 agonist cell count 20 µM: 43

Next section:
What do the screens show for `CN(C)c1cccc(C(=O)N2CCCC(CCC(=O)N3CCN(c4ccccn4)CC3)C2)c1` (configuration not stated)?
GPR55 beta-arrestin: -0.1%; KOR beta-arrestin-1: 4.8%; NOD2 inhibition: 11%; NOD1 inhibition: -5%; KOR beta-arrestin-2: 2%; NTR1 agonist: -0.2; NTR1 agonist cell count 20 µM: 67

How did Cn1c(NNC(=O)c2ccccc2F)cc(=O)n(C)c1=O do in these assays?
GPR55 beta-arrestin: -0.1%; KOR beta-arrestin-1: 1.3%; NOD2 inhibition: 6%; NOD1 inhibition: -13%; KOR beta-arrestin-2: -25%; Yfh1-depleted yeast: inactive; NTR1 agonist: 0.4; NTR1 agonist cell count 20 µM: 44

Results for CC(=O)Nc1ccc(CCc2nc3ccccc3[nH]2)cc1 ?
GPR55 beta-arrestin: -0.1%; KOR beta-arrestin-1: -0.4%; NOD2 inhibition: -9%; NOD1 inhibition: -26%; KOR beta-arrestin-2: -18%[20 µM]; NTR1 agonist: 0.4; NTR1 agonist cell count 20 µM: 68

Results for CC(C)N1CC(COc2ccc(Br)cc2)OC1=O (configuration not stated) ?
GPR55 beta-arrestin: 0.5%; KOR beta-arrestin-1: -5.2%; NOD2 inhibition: 6%; NOD1 inhibition: -12%; KOR beta-arrestin-2: 13%; NTR1 agonist: -0.9; NTR1 agonist cell count 20 µM: 76

What do the screens show for `COc1ccc(-c2[nH]ncc2CN2CCC(c3ccncc3)CC2)cc1F`?
GPR55 beta-arrestin: 0.0%; KOR beta-arrestin-1: -2.0%; NOD2 inhibition: -9%; NOD1 inhibition: 2%; KOR beta-arrestin-2: 19%; Yfh1-depleted yeast: inactive; NTR1 agonist: -0.4; NTR1 agonist cell count 20 µM: 50

Results for COc1ccc(N2C(=O)CC2(C#N)c2ccc(OCc3ccccc3)cc2)cc1 (configuration not stated) ?
GPR55 beta-arrestin: 0.1%; TNAP activation fold: 1; KOR beta-arrestin-1: -2.2%; NOD2 inhibition: -40%; NOD1 inhibition: 3%; KOR beta-arrestin-2: 9%; Yfh1-depleted yeast: inactive; CSM14.1 death rescue: 3.9%; NTR1 agonist: 11; NTR1 agonist cell count 20 µM: 60

Some of the compounds tested; the hit share may differ from the screen's.
